TAG inh: triacylglycerol accumulation inhibition. H9c2 cells, Nile Red lipid (TAG) fluorescence; cells loaded with 200 µM oleic acid. inhibition, % at 12.5 µM. 230,000 compounds, 0.66% hits. AID 651582;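 active = pattern-corrected inhibition of lipid staining of at least 50% with the nuclear-stain viability signal not falling by more than 50%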;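 note: 0% = DMSO wells and 100% = triacsin C control wells; some results filed as inactive read as strong as hits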
TAG inh DAPI viability: further read-out of TAG inh, marked with its call; DAPI nuclei signal change (viability), lower = more cytotoxic, %;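 whole-well DAPI fluorescence read on a plate reader as a viability signal; minus 50 percent equals half of cells still viable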
Active calls of the source: *.

# | compound | TAG inh | TAG inh DAPI viability
1 | CN1C(=O)CSC1=Nc1cccc(C(=O)O)c1 | -6 | -2
2 | COC(=O)c1ccccc1Sc1ncnc2onc(C)c12 | 9 | -9
3 | CCN(CC)c1ccc(S(=O)(=O)N2CCOCC2)cc1NC(=O)COC(=O)/C=C/c1ccc(O)c(OC)c1 | -3 | -1
4 | O=S(=O)(c1cccs1)N1CCC2(CC1)OCCN2S(=O)(=O)c1ccccc1 | -5 | -1
5 | Cc1ccc(S(=O)(=O)N(C)c2ccc(C(=O)N3CCc4ccccc4C3)cc2)cc1 | 9 | -3
6 | CC1CCN(c2ccc3c(c2)S(=O)(=O)c2cccc(C(=O)NCc4cccc(F)c4)c2C3=O)CC1 | -24 | -6
7 | CCn1c(SC(C)C(=O)Nc2ccc(N3CCOCC3)cc2)nnc1C1CC1 (stereo not given) | 9 | 0
8 | O=C(Cc1ccccc1)N/N=C/c1cccc([N+](=O)[O-])c1 | 2 | -3
9 | Cn1cc(C(=O)c2ccc(Cl)cc2Cl)cc1C(=O)N/N=C(\N)COc1cccc(C(F)(F)F)c1 | -41 | -3
10 | Cc1ccc(Cn2c(C)c(C(=O)NCc3ccc(Cl)c(Cl)c3)sc2=O)cc1 | -17 | -2
11 | COc1cc(C(=O)Nc2cccc(-c3nc4ncccc4o3)c2C)cc(OC)c1OC | 1 | 14
12 | CC(C)(C)OC(=O)NCc1nc(N)n[nH]1 | -17 | -7
13 | COc1ccc(NC(=O)C2(C)CCN2C(=O)Cc2ccccc2)cc1OC (stereo not given) | 12 | -2
14 | COC(=O)c1ccccc1NC(=O)c1ccc(NC(=O)C2CCCO2)cc1 (stereo not given) | -4 | 4
15 | CC1CCN(C(=O)Cn2nc(C(F)(F)F)c3c2CCCC3)CC1 | 0 | 8
16 | COc1ccc(CC(=O)NNC(=O)CSc2ccc(C)cc2)cc1 | 8 | 2
17 | CC(=O)NNC(=O)CSc1nnc(-c2ccccc2)c(-c2ccccc2)n1 | -11 | 0
18 | CC1CN(c2ccc(Oc3ccccc3)cc2)c2nc3c(c(=O)[nH]c(=O)n3C)n2C1 (stereo not given) | 12 | -17
19 | CC(OC(=O)Cc1ccc(F)cc1)C(=O)NCc1ccc2c(c1)OCO2 (stereo not given) | 6 | -7
20 | CCN(Cc1ccccc1)C(=O)CCc1nc(-c2ccc(C)cc2)no1 | -7 | -3
21 | CC(=O)C1=C(O)C(=O)N(Cc2cccnc2)C1c1ccccc1Cl (stereo not given) | 12 | -1
22 | N#Cc1ccc(Oc2ncccn2)cc1 | 14 | -8
23 | Cc1ccc(C(=O)CSc2nc(C(C)C)nc3ccccc23)cc1 | -27 | -5
24 | CNC(=O)NC(=O)COC(=O)c1n[nH]c2ccccc12 | 4 | -7
25 | COc1ccc(S(=O)(=O)Nc2ccccc2C(=O)N2CCOCC2)cc1Cl | 20 | -3
26 | O=C1COc2ccc(C(=O)c3ccccc3C(=O)NCc3ccco3)cc2N1 | -10 | 4
27 | Cc1cc(-c2nnc(SCC(=O)Nc3nc(-c4ccccc4)cs3)o2)no1 | -9 | 3
28 | Cc1cc(C)cc(NC(=S)NC2CC3CCCC(C2)N3C2CCCC2)c1 (stereo not given) | 18 | 9
29 | CCOc1ccc(S(=O)(=O)Nc2ccc(C(=O)N3CC(C)OC(C)C3)cc2)cc1 (stereo not given) | -10 | -2
30 | S=C(Nc1ccc2cn[nH]c2c1)Nc1ccc(Cl)cc1Cl | 6 | 5

Full records, quoted from the list.
CCn1c(SC(C)C(=O)Nc2ccc(N3CCOCC3)cc2)nnc1C1CC1 (stereo not given) reads TAG inh: 9; TAG inh DAPI viability: 0
COc1ccc(NC(=O)C2(C)CCN2C(=O)Cc2ccccc2)cc1OC (stereo not given) reads TAG inh: 12; TAG inh DAPI viability: -2
COc1ccc(CC(=O)NNC(=O)CSc2ccc(C)cc2)cc1 reads TAG inh: 8; TAG inh DAPI viability: 2

Next section:
# | compound | TAG inh | TAG inh DAPI viability
31 | CCCCn1c(Cc2ccccc2)nnc1SCC(=O)Nc1cc(C)on1 | 3 | 11
32 | CC(=O)NCCCc1c[nH]c2ccc(Cl)cc12 | -4 | 1
33 | CSc1nc(C)cc(/C=C\c2ccccc2)c1C#N | -12 | 7
34 | COc1ccc(-n2ccnc2CN2CCCC(CO)(Cc3cccc(OC)c3)C2)cc1 (stereo not given) | -11 | 18
35 | COC(=O)C1CC(=O)N(Cc2ccccc2)C1 (stereo not given) | 5 | -3
36 | CCN1C[C@@H]2[C@@H]3C(=O)N(Cc4ccccc4)C(=O)[C@@H]3[C@](Cc3ccccc3)(C1=O)N2C(=O)c1ccc(Cl)c(Cl)c1 | 25 | -7
37 | OCCCn1c(C(CO)Nc2nc(-c3ccc(Cl)cc3)cs2)nc2ccccc21 (stereo not given) | -15 | -12
38 | CCOC(=O)C1=C(O)/C(=C/c2cn(CC(=O)NCC3CCCO3)c3ccccc23)SC1=Nc1ccc(C)cc1 (stereo not given) | 13 | -38
39 | COCCNC(=O)C1CC2Cn3c(nc4cc(Cl)c(Cl)cc43)C2N1C (stereo not given) | 10 | 0
40 | CCOc1cc(C#N)c(NC(=O)c2cccnc2)cc1OCC | 46 | -22

Another view of part of the listing above:
33) CSc1nc(C)cc(/C=C\c2ccccc2)c1C#N
  TAG inh: -12
  TAG inh DAPI viability: 7
34) COc1ccc(-n2ccnc2CN2CCCC(CO)(Cc3cccc(OC)c3)C2)cc1 (stereo not given)
  TAG inh: -11
  TAG inh DAPI viability: 18

Going on with the list.
# | compound | TAG inh | TAG inh DAPI viability
41 | CCOC(=O)Cc1csc(SCc2nc3ccccc3c(=O)[nH]2)n1 | -9 | 8
42 | O=C(O)c1ccccc1C(=O)OC1CC2CCC1C2 (stereo not given) | 6 | 4
43 | CCCCN1CCC(CN2C(=O)C(=O)NC[C@@H]2Cc2ccccc2)CC1 | -11 | 20
44 | O=C(NC1(C(=O)NC2CCCC2)CCCCC1)c1ccc2c(c1)OCO2 | -6 | 12
45 | Cc1ccc(F)c(S(=O)(=O)NC(=O)C2(C)CCN2C(=O)c2ccc(C(F)(F)F)nc2C)c1 (stereo not given) | 11 | -12
46 | CC(C)(SC(=S)N1CCCCCC1)C(=O)O | 4 | -2
47 | c1cc2cc(CNc3nc(NCC4CC4)nc4ccsc34)ccc2o1 | -20 | 19
48 | CCOc1cc(NC(=S)NCCCN2CCOCC2)c(OCC)cc1NC(=O)c1ccc(C)cc1 | 7 | 10
49 | COC(C(=O)Nc1c(F)cccc1F)c1ccccc1 (stereo not given) | -1 | 5
50 | CC(=O)OC[C@@H]1CN(Cc2ccccc2)C[C@H](n2cnc3c(NCC(C)C)ncnc32)O1 | 10 | 1
51 | CCOC(=O)C1(C)CCCCCN1C(=O)c1ccc(N(C)C)cc1 (stereo not given) | -1 | -7
52 | Cc1cc(C(=O)N2CCN(S(=O)(=O)c3ccccc3)CC2)c(C)o1 | 7 | -3
53 | CC(C)CN1C(=O)c2ccc(C(=O)NCc3ccc4c(c3)OCO4)cc2C1=O | 1 | 15
54 | CN(C)CCNC(=O)C(c1ccccc1)c1ccccc1 | 2 | 3
55 | COc1ccc2cc1Oc1ccc(cc1)C[C@H]1c3cc(c(OC)cc3CCN1C)Oc1c(OC)c(OC)cc3c1[C@H](C2)N(C)CC3 | 62 | -51
56 | CCOc1ccc(NC(=O)C2CCN(C(=O)NC3CCCCC3)CC2)cc1 | 30 | 4
57 | CC1=C(C(=O)NC2CCCCC2C)C2(CCC(C)CC2)OC1=O (stereo not given) | 10 | 6
58 | O=C(CSc1nc2ccccc2s1)N/N=C/c1ccc(C(=O)O)cc1 | -10 | -8
59 | COc1oc(-c2ccccc2C)nc1C(F)(F)F | -43 | -1
60 | COc1ccc(C(=O)Nc2cccc(-c3nc4ncccc4o3)c2C)cc1OC | -8 | 12

Of the compounds above, these have a thiophene ring, fused or not.
# | compound | TAG inh | TAG inh DAPI viability
4 | O=S(=O)(c1cccs1)N1CCC2(CC1)OCCN2S(=O)(=O)c1ccccc1 | -5 | -1
47 | c1cc2cc(CNc3nc(NCC4CC4)nc4ccsc34)ccc2o1 | -20 | 19

Remaining list, next part:
# | compound | TAG inh | TAG inh DAPI viability
61 | Cc1noc(C)c1COc1ncnc2ccccc12 | -6 | 3
62 | COC(=O)CCSCc1cn2cc(Cl)ccc2n1 | -14 | 6
63 | Clc1cccc(/C=N\Nc2nccs2)c1 | 8 | -13
64 | CC(C)(C)c1ccc(NC(=O)NC2CCCc3ccccc32)cc1 (stereo not given) | -3 | 1
65 | CCCNC(=O)C1(C)CCN(Cc2ccc(-c3ccccc3)o2)C1 (stereo not given) | 11 | 10
66 | CCc1cccc(CC)c1NC(=O)c1cccc(N)c1 | 0 | 0
67 | N#Cc1ccc(-c2cccs2)nc1SCc1cccnc1 | 53* | -31*
68 | O=C(NCCc1ccco1)C(=O)NCC1CCCN1S(=O)(=O)c1ccccc1 (stereo not given) | 13 | -8
69 | Cc1ccc(O)c(NC(=S)NC(=O)c2ccccc2Cl)c1 | -11 | -2
70 | Cc1cc(OC(=O)c2ccc(S(=O)(=O)N3CCOCC3)cc2)c([N+](=O)[O-])c(=O)[nH]1 | -9 | 14
71 | COc1ccc(-c2cc(C(F)(F)F)nc(N3CCCCC3)n2)cc1OC | 17 | 13
72 | O=C(Cn1cc(C(=O)C(=O)N2CCOCC2)c2ccccc21)Nc1cccc(C(F)(F)F)c1 | -6 | 5
73 | Clc1ccc(SCc2csc(N3CCOCC3)n2)cc1 | 0 | 2
74 | COCCCNC(=O)Cn1c(=O)n(CCCCCC(=O)NCc2ccc3c(c2)OCO3)c(=O)c2sccc21 | 6 | -5
75 | O=C(NCc1ccccc1CN1CCCC1)c1cccc(N2CCCC2=O)c1 | 12 | 2
76 | COc1ccc(S(=O)(=O)N/N=C(/C)c2ccncc2)c(OC)c1 | 2 | -3
77 | CCOc1ccc(N(CC(=O)N2CCN(c3ccccc3OC)CC2)S(=O)(=O)c2ccc(F)cc2)cc1 | -16 | -6
78 | Nc1ccn([C@@H]2O[C@H](CO)[C@@H](O)[C@@H]2O)c(=O)n1 | 31 | -48
79 | C[C@H]1CN([C@@H](C)CO)C(=O)CCCn2nncc2CO[C@@H]1CN(C)Cc1ccc(-c2ccccc2)cc1 | 2 | 10
80 | CN(C(=O)c1ccc(NC(=O)Cc2ccc(NC(=O)C3CCN(C(=O)C4CCCCC4)CC3)cc2)cc1)C1CCCC1 | -17 | 6
81 | CCCCCC(=O)N1CC2(C)CN(C(=O)CCCCC)CC(C)(C1)C2=O | -6 | 5
82 | C[C@@H]1CN([C@@H](C)CO)C(=O)c2cc(NC(=O)c3ccncc3)ccc2O[C@@H](C)CCCCO[C@@H]1CN(C)C(=O)Cc1ccccc1 | 6 | -3
83 | O=c1cc(O)c2ccccc2n1Cc1ccccc1Cl | -6 | -5
84 | C=CC(=O)Nc1ccc(Br)cc1 | 17 | -3
85 | COCCn1c(SCC(=O)NCc2ccc3c(c2)OCO3)nnc1-c1c[nH]c2ccccc12 | 9 | -4
86 | Cc1nn(C)c(C)c1S(=O)(=O)N1CCC(C(=O)NCC2COc3ccccc3O2)CC1 (stereo not given) | -12 | -4
87 | CC(=O)c1c(C)[nH]c(C(=O)Nc2cccnc2)c1C | 15 | -4
88 | Cc1cccc(NC(=S)N(C)C)c1C | 1 | -2
89 | CCC[C@H]1CN(c2ccc(Br)cc2)C(=O)[C@@H]1CC(=O)Nc1ccc(OC)cc1 | 8 | -1
90 | COc1ccc([C@H]2CC(=O)C=C(c3cccc(F)c3OC)C2)cc1 | -29 | 1
91 | COc1ccc(N2C(=O)CCC(C(=O)O)C2c2ccccc2OC)cc1 (stereo not given) | 0 | 5
92 | COc1cc(OC)c(S(=O)(=O)N2CCN(C(=O)c3ccccc3F)CC2)cc1NC(C)=O | 2 | -2
93 | CC1CN=C(NC2CCCCC2C)S1 (stereo not given) | -8 | 7
94 | CC(C)CCCC(C)NC(=O)c1cc(S(=O)(=O)N2CCCCC2)ccc1N1CCOCC1 (stereo not given) | 33 | -10
95 | C/C(Cn1cnc([N+](=O)[O-])n1)=N\NC(=O)c1cccc(F)c1 | -23 | 0
96 | NS(=O)(=O)c1cccc(C(=O)OCC(=O)NC2CCCc3ccccc32)c1 (stereo not given) | -10 | 1
97 | CCn1c(=O)n(CC)c2cc(N)ccc21 | -5 | -5
98 | Cc1cc(C(=O)N2CCCC(N3CCN(c4cccc(C(F)(F)F)c4)CC3)C2)no1 (stereo not given) | 6 | -9
99 | Cn1nc(C(=O)Nc2cc(Cl)ccc2N2CCCC2)c2ccccc2c1=O | 5 | -1
100 | COc1cc(C#Cc2c(-c3cncn3C)n(C)c3ccc(-c4cnc(N5CCOCC5)nc4)cc23)cc(OC)c1 | 73* | 93*
101 | Cc1ccc(Cl)cc1NC(=O)COC(=O)C1CCCC1 | 1 | -2
102 | COCCN(C(=O)COC(=O)Cc1c[nH]c2ccccc12)c1c(N)n(Cc2ccccc2)c(=O)[nH]c1=O | 1 | 6
103 | COC(=O)C1=C(C(=O)OC)[C@@H]2N(Cc3ccccc3)c3ccccc3[C@@]23C[C@@H](C(=O)OC)N(C(=O)NC(C)(C)C)C3=N1 | 11 | 0
104 | Cc1nc(Cl)sc1C(=O)Nc1ccc(C(C)(C)C)cc1 | 6 | -4
105 | CCN(CC)S(=O)(=O)c1cccc(C(=O)NCCCn2ccnc2)c1 | 2 | -3
106 | O=C(CSc1nnc(-c2ccco2)n1CC1CCCO1)c1ccc(F)cc1 (stereo not given) | -4 | 11
107 | COc1ccc(C(C(=O)NC2CCCC2)N(C(=O)c2ccco2)c2ccc3c(c2)OCO3)cc1OC (stereo not given) | 2 | 1
108 | CN(Cc1ccccc1F)c1ccc(S(=O)(=O)N2CCCC2)cn1 | -11 | 1
109 | Cn1c(=O)n(C)c2cc(/C=C(/C#N)C(=O)NCc3ccco3)ccc21 | 11 | -1
110 | Cc1cccc(CN2CCc3c([nH]c4ccccc34)C2CC(C)C)n1 (stereo not given) | -26 | 34
111 | Cc1cc(C(=O)N2CCC(C(=O)O)CC2)c(C)o1 | 9 | 0
112 | O=C(COC(=O)/C=C/c1ccc(OC(F)F)cc1)NC1CCCCCC1 | 18 | -7

Some of the compounds tested; count on the stated rates, not on these rows.
